FEN1 inhibitor – human FEN1 inhibition | Potency, µM (top dose mostly 114 µM), inactives show at the highest dose activity change, negative = inhibition, hits mostly inhibitors | Recombinant FEN1 flap cleavage, fluorescence, 15 min | actives 0.35% (n = 390,000) | P39748; further: nearly all actives have a fitted effect of over 65% in size
Target sequence (P39748 whole entry, looked up): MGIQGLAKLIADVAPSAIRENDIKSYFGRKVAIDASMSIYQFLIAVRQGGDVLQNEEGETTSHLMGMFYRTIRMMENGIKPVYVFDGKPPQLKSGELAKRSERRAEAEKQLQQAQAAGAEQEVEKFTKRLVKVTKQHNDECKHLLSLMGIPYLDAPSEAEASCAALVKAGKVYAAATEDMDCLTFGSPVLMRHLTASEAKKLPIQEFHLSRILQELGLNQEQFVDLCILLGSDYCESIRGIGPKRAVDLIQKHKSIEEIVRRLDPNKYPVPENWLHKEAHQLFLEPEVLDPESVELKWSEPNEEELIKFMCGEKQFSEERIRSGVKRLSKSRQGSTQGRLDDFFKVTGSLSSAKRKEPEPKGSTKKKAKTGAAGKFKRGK
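Quantitative HTS format: each compound was titrated, incubated with 10 nM nuclease for 15 min at room temperature, then challenged with flap substrate at 50 nM final. Signal change over 15 min gave concentration–effect curves.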
GCN5L2 inh – blocks human GCN5L2 histone acetyltransferase; Q92830; GCN5L2 HAT assay, ThioGlo1 CoA-SH fluorescence; Potency, µM (top dose mostly 58.9 µM), for inactives: top-dose activity change, negative = inhibition, usual class: inhibitors; actives 0.21% (n = 390,000)
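Enzyme at 20nM final was mixed with library compounds for 15 min at room temperature. Peptide H3(1-25) at 75uM, acetyl-CoA at 70uM and ThioGlo1 at 50uM were then added. Plates were read immediately and after 20 min (Ex340nm/Em540nm).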
TDP1 cell CPT – growth inhibition of DT40 Tdp1-/-;hTDP1 cells with camptothecin (screen for TDP1 inhibitors) | chicken DT40 Tdp1-/-;hTDP1 cells + 20 nM CPT, ATP luminescence, 48 h | Potency, µM (titrated, usually from 46.2 µM), for the others: at the top dose activity change, negative = growth inhibition, most hits filed as inhibitors | actives 12% (n = 420,000); further: nearly all actives have a fitted effect of over 55% in size
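Cell growth measured by CellTiter-Glo luminescence after a minimum 48 h, 37 C compound exposure with 20 nM CPT in Tdp1-knockout DT40 cells stably expressing hTDP1, seeded 400/well; qHTS titration format.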
* = called active by the depositor; ? = inconclusive; . = no result given; & = joins results of further samples. The call rests on the fitted dose curve; in most records, active means well fitted curve in the direction sought with a large enough effect; inconclusive means small, poorly fitted or top-dose-only effect, or another doubt; inactive means no such curve, though single readings can be large; an effect the other way counts as inactive or inconclusive. On the % scale 0 is the no-effect control and ±100 the full control effect; potency means the concentration at half of the fitted maximal effect. Some of the compounds tested; count on the stated rates, not on these rows.

Every second line gives: FEN1 inhibitor | GCN5L2 inh | TDP1 cell CPT
COc1ccc(CCNC(=O)c2nc(SCc3ccccc3F)ncc2Cl)cc1OC
    -7% | -1% | 18µM*
Cc1ccccc1NC(=O)c1ccc(-n2cncn2)nc1
    10% | 2% | -12%
Nc1cc(Cl)ccc1Oc1ccccc1
    -14% | ? | -16%
C#CCNC(=O)C1CCN(c2cc(C)nc(-c3ccccc3)n2)CC1
    -3% | 4% | 16%
CC(C)(C)NC(=O)COC(=O)c1ccc(NC(=O)CC#N)cc1
    -9% | 4% | 1.5µM*
COc1cccc(CN2CCNC(=O)C2CC(=O)NCc2cn3cccc(C)c3n2)c1OC (stereo unspecified)
    6% | -5% | -1%
Clc1ccc(COn2ccnc2)cc1Cl
    2% | -7% | -11%
COc1ccc(/C=N/NC(=O)c2ccccc2F)cc1CN1CCN(c2ccc(F)cc2)CC1
    -6% | -8% | -27%
NNC(=O)c1ccc(OCC2CC(c3ccc(Cl)cc3)=NO2)cc1 (stereo unspecified)
    -2% | -3% | ?
COc1ccc(S(=O)(=O)N2CCC(c3cc(-c4cccc5ccccc45)n[nH]3)CC2)cc1
    8% | -9% | ?
O=C(C1CC1)N1CCN=C1SCc1ccc(F)cc1
    4% | -1% | 8%
COc1ccc(N(CC(=O)N2CCN(Cc3ccccc3)CC2)S(C)(=O)=O)cc1OC
    -9% | -20% | -2%
O=C(NCCCN1CCOCC1)c1ccc2c(c1)N(Cc1ccccc1)C(=O)c1ccccc1S2
    12%&0% | -5%&-2% | ?
COc1ccccc1OCC(=O)NCC(c1ccc(Cl)cc1)N1CCCCC1 (stereo unspecified)
    -13% | 0% | ?
CCOc1ccccc1NC(=O)Nc1ccsc1C(=O)OC
    9% | -3% | -7%
CCCCCn1c(S(=O)(=O)O)nc2ccccc21
    7% | -5% | -17%
Cc1nn(Cc2ccc(C(=O)O)o2)c(C)c1[N+](=O)[O-]
    -2% | 5% | 7%
CCN(CC)S(=O)(=O)c1ccc(/C=C/C(=O)N(c2ccccn2)C2CCCCC2)cc1
    -4% | -4% | ?
Cn1c(C(=O)NCCCN2CCN(c3ccc(F)cc3)CC2)cc2c(=O)n(C)c3ccccc3c21
    -18% | . | ?
CCOC(=O)c1sc2nc(SCC#N)n(CC3CCCO3)c(=O)c2c1C (stereo unspecified)
    5% | -2% | ?
CC(C)(C)NC(=O)CN(Cc1ccc(F)cc1)C(=O)Cn1nnc(-c2ccc(F)cc2)n1
    -1% | -1% | ?
CCC(Sc1nc2ccccc2c2nc(CCc3c(C)n[nH]c3C)nn12)C(=O)Nc1ccc(F)cc1 (stereo unspecified)
    6% | -3% | ?
O=C(CSc1nc2ccccc2nc1SCC(=O)N1CCCCC1)N1CCCCC1
    -19% | -2% | 16µM*
COc1ccccc1NC(=O)c1ccc(NS(=O)(=O)c2ccc(F)c(Cl)c2)cc1
    -7% | -11% | ?
O=C1c2cccc([N+](=O)[O-])c2C(=O)N1C1CCCCC1
    19% | -10% | -9%
CC(=O)Oc1ccc(C)cc1
    . | 4% | 10%
CCOC(=O)c1c(N)sc(C(=O)N(C)C)c1CN1CCOCC1
    4% | 0% | -14%
Cc1ccc(-c2cc3nc(-c4ccccc4)cc(N4CCOCC4)n3n2)cc1
    -10% | 3% | -29%
C=CCc1c(C)nc2c(-c3ccccc3)cnn2c1N1CCOCC1
    -6% | -4% | 10%
CCn1c2ccccc2c2cc(/C=N/n3cnnc3)ccc21
    ? | -15% | 18µM*

Complete entries, looked up by structure. Screens in order: FEN1 inhibitor	GCN5L2 inh	TDP1 cell CPT
Shown for CCN(CC)S(=O)(=O)c1ccc(/C=C/C(=O)N(c2ccccn2)C2CCCCC2)cc1 → -4%	-4%	?
Shown for CCC(Sc1nc2ccccc2c2nc(CCc3c(C)n[nH]c3C)nn12)C(=O)Nc1ccc(F)cc1 (stereo unspecified) → 6%	-3%	?

Further entries follow:
Every second line gives: FEN1 inhibitor | GCN5L2 inh | TDP1 cell CPT
COc1ccc(-n2c(=O)[nH]cc(C(=O)Nc3ccccc3)c2=O)cc1
    17% | 2% | -24%
CCOC(=O)c1cc(C)nc(SC)c1C#N
    11% | -14% | 16%
COc1cc(OC)cc(-c2c(C#Cc3ccsc3)c3cc(-c4ccc5c(c4)OCCO5)ccc3n2C)c1
    0% | -20% | -7%
COc1ccccc1NS(=O)(=O)c1ccc(C(=O)NCC(c2ccco2)N(C)C)cc1 (stereo unspecified)
    2% | -6% | -4%
Cc1ccc(-n2c(Cc3cccs3)nnc2SCC(N)=O)cc1
    -7% | 3% | -2%
C=CCn1c(NCc2ccc(N(C)C)cc2)nc2ccccc21
    1% | 1% | -23%
c1cncc(-c2ccc3[nH]ccc3c2)c1
    -5% | -9% | ?
O=C(c1ccc(OC2CCN(Cc3ccccc3O)CC2)cc1)N1CCCCC1
    -2% | -4% | -5%
C=CCn1c(=O)n(CCOC)c(=O)c2sc3ccccc3c21
    -5% | -3% | -19%
O=C(c1noc2c1CCCC2)N1CCc2c([nH]c3ccccc23)C1c1ccccn1 (stereo unspecified)
    -8% | -6% | ?
CCCOc1cc(C)c(S(=O)(=O)NC2CC(C)(C)NC(C)(C)C2)cc1C
    3% | 4% | ?
CC(=O)c1ccc(N2C(=O)N(Cc3ccc(F)cc3)c3ccccc3S2(=O)=O)cc1
    -17% | -12% | 21µM*
N[C@@H](Cc1cc(I)c(Oc2ccc(O)cc2)c(I)c1)C(=O)O
    . | 0% | 1%
C/C(CC(=O)Nc1ccc(OCc2ccccc2)cc1)=N\NC(=O)C(=O)Nc1cccc(C)c1
    1% | -2% | ?
CCCCOc1ccc(SCCCN2CCOCC2)cc1
    -3% | . | ?
O=C(c1cccc(S(=O)(=O)N2CCOCC2)c1)N1CCN(c2ccccc2)CC1
    -4% | 3% | 9%
Cc1cccc(N2CC(C(=O)Nc3ccccc3N3CCCC3)CC2=O)c1C (stereo unspecified)
    0% | -8% | 9%
CCc1cccc(CC)c1NC(=O)COC(=O)c1cccc(-c2ccc(OC(C)=O)cc2)c1
    -7% | 2% | -26%
CC(=O)c1ccc(NC(=O)CSc2nnc(NC(=O)C3CC3)s2)cc1
    5% | -15% | 15%
O=c1c2c3c(sc2n2c(=S)[nH]nc2n1-c1ccccc1)CCC3
    -13% | ? | 7%
Cn1c(=O)c2c(ncn2CC(=O)Nc2ccc(N3CCOCC3)cc2)n(C)c1=O
    -10% | . | -2%
Cc1ccc(CN2CCN(/N=C/c3ccc(O)c(O)c3)CC2)cc1
    ? | -25% | 7.3µM*
NC(=O)c1c(N)sc(=S)n1CC1CCCO1 (stereo unspecified)
    -11% | -1% | -1%
O=C(Nc1cccc(C(F)(F)F)c1)C1CCN(S(=O)(=O)c2cccc3nsnc23)CC1
    -6% | -4% | 23µM*
CCCN(CC(=O)Nc1ccccc1C)C(=O)COc1c(C)cccc1C
    20% | -1% | ?
O=C(NCc1ccco1)c1ccc(N2CCOCC2)c([N+](=O)[O-])c1
    1% | -2% | 17%
CCCC(=O)C1=C(O)C(C(=O)OC)C(C)(C)CC1=Nc1ccccc1 (stereo unspecified)
    -7% | -16% | -27%
COc1ccccc1N1CCN(/N=C/c2cc(Br)ccc2F)CC1
    -17% | -4% | ?
O=[N+]([O-])c1cccc(COc2cccc(CN3CCCC3)c2)c1
    -2% | . | ?
COc1ccc(Cl)cc1NS(=O)(=O)c1cc(Br)cnc1N
    -9% | 1% | 9%
CCc1nn2c(=O)cc(COC(=O)Cc3ccccc3)nc2s1
    21% | 4% | ?
O=C(c1cnc(Cl)c(Cl)c1)N1CCN(S(=O)(=O)c2ccc(F)cc2)CC1
    1% | -5% | ?
O=C(CN1C(=O)c2ccccc2C1=O)Nc1ccccc1C(=O)N1CCCC1
    0% | -7% | -4%
Cc1ccccc1NS(=O)(=O)c1cc2c(cc1C)NC(=O)CO2
    -2% | ? | -22%
Cc1cc(C)nc(SC/C=C/c2ccccc2)n1
    14% | -19% | -25%
CC(=O)c1ccc2c(c1)Nc1ccccc1S2
    -8% | -5% | -13%
Cc1cc(S(=O)(=O)Nc2ccc(C(=O)NCC(c3ccco3)N3CCCCC3)cc2)ccc1F (stereo unspecified)
    -7% | -1% | -9%
CCCCn1c(N)c(N(CCC(C)C)C(=O)c2ccc(C)c(S(=O)(=O)N3CCOCC3)c2)c(=O)[nH]c1=O
    14% | 0% | 0%
CCCNC(=O)N1C2=NC(C(=O)OC)=C(C(=O)OC)[C@@H]3N(Cc4ccccc4)c4ccccc4[C@]23C[C@H]1CO
    -4% | . | -8%
COc1cccc(NC(=O)c2ccc(-c3ccccc3[N+](=O)[O-])o2)c1
    -5% | -11% | ?
CC(C)CCNC(=O)c1c(CSc2ccccc2)noc1C(=O)NCc1ccccc1
    3% | -22% | ?
Cc1c(C(=O)OCC(=O)N(CC(C)C)c2c(N)n(Cc3ccccc3)c(=O)[nH]c2=O)oc2ccccc12
    6% | ? | -8%
c1ccc(C2CN3CCSC3=N2)cc1 (stereo unspecified)
    -12% | -1%&-26%&3%&-4% | -6%&14%
COCCNC(=O)CN1CCC(NC(=O)C(C)(C)C)CC1
    -2% | 1% | -3%
COC(=O)c1ccc2c(=O)n(CCCCCC(=O)O)c(=S)[nH]c2c1
    4% | -2% | -24%
Cc1cccc(NC(=O)C2C(c3ccccc3)C2(Cl)Cl)c1C (stereo unspecified)
    -12% | -2% | ?
Cc1cc(F)ccc1NC(=O)CN(C)S(=O)(=O)c1ccc(C(=O)N2CCOCC2)s1
    0% | 1% | ?
Cc1ccsc1/C=N/NC(=O)C1C(=O)NCC1c1ccccc1 (stereo unspecified)
    -7% | -21% | 13%
O=C(Nc1ccccc1)c1cn(CCBr)cn1
    16% | . | -4%
C#CCOCCOCCOCCNc1nc(N2CCN(C(=O)[C@H](CCCCN)n3cc([C@@H](N)[C@H](C)CC)nn3)CC2)nc(N2CCN(C(=O)[C@H](CCC(=O)O)n3cc([C@@H](N)CCCCN)nn3)CC2)n1
    25% | 1% | -5%
Cc1ccc(-c2nc(S(=O)(=O)c3ccc(Cl)cc3)c(N3CCCCC3)o2)cc1
    -12% | -4% | -11%
Cc1cccc(C(=O)N2CCC(N3CCC(C(=O)N4CCOCC4)CC3)CC2)c1
    -4% | -30% | 8%
OC(CN1CCOCC1)Cn1cnc2ccccc21 (stereo unspecified)
    3% | -9% | -7%
Cc1nc2nc(SCC(=O)NCCCN3CCCC3)nn2c(C)c1Cc1ccccc1Cl
    -9% | -6% | ?
COc1ccccc1/C=C/C(=O)N1CCN(S(=O)(=O)c2cc(C)ccc2C)CC1
    12% | -19% | ?
Cc1csc(NC(=O)C2CCCN2C(=O)Oc2ccccc2)n1 (stereo unspecified)
    -1% | -1% | 10%
CC(OC(=O)c1cccnc1Cl)C(=O)Nc1ccc2c(c1)OCCO2 (stereo unspecified)
    12% | 0% | -20%
CC1=Nn2c(nnc2-c2ccccn2)SC1
    11% | -2% | -10%
COc1ccccc1C(=O)Oc1ccc(C(C)(C)C)cc1
    -15% | -6% | -17%
COc1ccc(C(=O)Nc2nnc(Cc3cccs3)s2)cc1OC
    -3% | -2% | -1%

Results in TDP1 cell CPT and GCN5L2 inh, for some of the entries so far:
SMILES	TDP1 cell CPT	GCN5L2 inh
Cc1ccc(-c2nc(S(=O)(=O)c3ccc(Cl)cc3)c(N3CCCCC3)o2)cc1	-11%	-4%
Cc1cccc(C(=O)N2CCC(N3CCC(C(=O)N4CCOCC4)CC3)CC2)c1	8%	-30%
OC(CN1CCOCC1)Cn1cnc2ccccc21 (stereo unspecified)	-7%	-9%
Cc1nc2nc(SCC(=O)NCCCN3CCCC3)nn2c(C)c1Cc1ccccc1Cl	?	-6%
COc1ccccc1/C=C/C(=O)N1CCN(S(=O)(=O)c2cc(C)ccc2C)CC1	?	-19%
Cc1csc(NC(=O)C2CCCN2C(=O)Oc2ccccc2)n1 (stereo unspecified)	10%	-1%

Following part
Every second line gives: FEN1 inhibitor | GCN5L2 inh | TDP1 cell CPT
CN(Cc1cnn(Cc2ccccc2)c1)C(=O)c1cccc(S(=O)(=O)N2CCOCC2)c1
    20% | 2% | 7.3µM*
CC(=O)N1c2ccc(S(=O)(=O)N3CCCC3C(=O)Nc3cccc(F)c3)cc2CC1C (stereo unspecified)
    2% | -5% | 16µM*
CCc1cc2c(N3CCN(c4nnc(CC)s4)CC3)ncnc2s1
    -9% | -5% | 10µM*
O=C(Cc1ccccc1)NC1CCN(C(=O)NCc2ccccc2)CC1
    -2% | -7% | -18%
CCCC1CCC(c2ccc(OCC)cc2)=CC1=O (stereo unspecified)
    0% | 3% | ?

Screening data: PubChem BioAssay, National Center for Advancing Translational Sciences (NCATS)
